Screens as filed in PubChem.
A-T KAP1 phos: potential ataxia-telangiectasia treatments restoring KAP-1 phosphorylation | […] A-T fibroblasts, KAP-1 phosphorylation AlphaLISA; neocarzinostatin DNA damage 30 min before lysis | Potency, µM (top dose mostly 57.5 µM), for the others: top-dose activation, actives largely listed as activators | 320,000 compounds, 0.19% hits | AID 485349; also: potency is read from the fitted curve at half-maximal effect; % of control where 0% means no effect; nearly all actives have a fitted effect of over 45% in size
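ATM-like activity read as KAP-1 phosphorylation via AlphaLISA donor/acceptor antibody pairs after lysis and 6 hr at 25C. Cells were ATM-null patient fibroblasts ([…], hTERT), dosed 60 min, then exposed to the DSB inducer NCS for 30 min.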
TSHR antagonist: antagonists of human thyroid stimulating hormone receptor | P16473 | TSHR-expressing cells, TSH-stimulated cAMP HTRF, 2 h; hits give low values | activity change, negative = inhibition, % at 11.5 µM | 330,000 compounds, 0.2% hits;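 active = activity change below a set negative limit, meaning inhibition stronger than a set level, cut at about -70% in these data; inconclusive = activity change between two set negative limits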; also: % is scaled to controls: 0 for no effect and ±100 for the full control effect
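Competitive HTRF cAMP read-out (cryptate anti-cAMP antibody, cAMP-d2; 30 min, room temperature) in freshly harvested TSHR cells. Compounds added before TSH at EC80 (4nM final), followed by 2 hours' incubation at 37 deg C.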
MBNL1 CUG block: MBNL1-poly(CUG) RNA binding inhibition. Q9NR56. TR-FRET MBNL1-His/biotin-(CUG)12 binding, 665/545 ratio. Potency, µM (doses to about 57.5 µM), without a hit: at the highest dose activity change, negative = inhibition, hits mostly inhibitors. 280,000 compounds, 0.036% hits. AID 2675; active = well fitted inhibition curve with a large enough effect in the signal ratio, with a control signal flat, not every such curve was filed as active; inconclusive = small, poorly fitted or top-dose-only effect, or effect the other way, or a change in a side signal; inactive = no such curve, though single readings can be large or run the other way; the % refers to the signal ratio; also: potency is read from the fitted curve at half-maximal effect; % is scaled to controls: 0 for no effect and ±100 for the full control effect
Target sequence (Q9NR56 whole entry, looked up): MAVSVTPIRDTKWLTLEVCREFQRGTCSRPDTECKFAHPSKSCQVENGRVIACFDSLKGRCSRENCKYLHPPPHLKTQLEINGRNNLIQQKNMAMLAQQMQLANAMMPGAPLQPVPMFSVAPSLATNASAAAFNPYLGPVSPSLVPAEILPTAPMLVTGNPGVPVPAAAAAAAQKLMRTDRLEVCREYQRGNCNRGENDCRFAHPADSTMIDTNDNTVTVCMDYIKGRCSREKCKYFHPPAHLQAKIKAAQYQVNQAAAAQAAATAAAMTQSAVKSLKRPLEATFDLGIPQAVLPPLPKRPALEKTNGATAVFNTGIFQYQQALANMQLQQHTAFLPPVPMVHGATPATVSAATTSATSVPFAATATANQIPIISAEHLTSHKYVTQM
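Compounds (final 92 nM to 58 uM) are added to His-tagged MBNL1 and biotin-(CUG)12, then terbium anti-His antibody and streptavidin-XL665 (5 nM final). After 60 min at room temperature, the 665/545 nm ratio is read.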
Integrin act MD: activators of alpha7 integrin expression for muscular dystrophy; Potency, µM (top dose mostly 38.3 µM), for inactives: at the highest dose activation, most hits filed as activators; 350,000 compounds, 0.064% hits; alpha7betagal myoblasts, beta-gal FDG fluorescence, 48 h; AID 624291;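 also: potency is read from the fitted curve at half-maximal effect; 100% = response of the positive control SU9516; nearly all actives have a fitted effect of over 60% in size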
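Alpha7betagal+/- myoblasts (passage 13) were plated 16-24 hr, then exposed to compounds (1:260 dilution of DMSO stock) for 48 hours at 37C. After MPER lysis, β-galactosidase reporter activity was read as FDG fluorescence (ex 480/em 540) after 30 minutes.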
ASM inhibitor: blocks human secretory acid sphingomyelinase; placental ASM, HMU-PC fluorogenic substrate, 60 min; AID 504937; Potency, µM (highest dose often 57.5 µM), without a hit: top-dose activity change, negative = inhibition, actives largely listed as inhibitors; 340,000 compounds, 0.006% hits; also: potency is read from the fitted curve at half-maximal effect
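HMU-PC0 cleavage (9 uM final) by human placental ASM, 60 min at 37 °C following 10 min compound exposure at RT; stopped at pH 10, fluorescence Ex 386/Em 447 nm.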
TCR act: activates T cell receptor signaling | primary human leukocytes, anti-CD3, IL-2 HTRF, 48 h | Potency, µM (titrated, usually from 9.22 µM), for the others: at the highest dose activation of IL-2 secretion, usual class: activators | 330,000 tested, under 10 active | AID 504894; also: % of control where 0% means no effect
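1) Mix primary human leukocytes, a-CD3 beads and compound. 2) Incubate 48 hr. 3) Add HTRF IL-2 reagents (a-IL-2-K, a-IL-2-d2).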
PTAP TSG101 blk: blocks PTAP/TSG101 interaction to inhibit HIV-1 budding; AID 493005; 340,000 tested, under 10 active; Potency, µM (top dose mostly 115 µM), without a hit: top-dose activity change, negative = inhibition, usual class: inhibitors; Q99816; Fluorescence polarization, FITC-PTAP peptide / Tsg101 binding; active = well fitted inhibition curve with a large enough effect in the main read-out, with a control signal flat, not every such curve was filed as active; inconclusive = small, poorly fitted or top-dose-only effect, or effect the other way, or a change in a side signal; inactive = no such curve, though single readings can be large or run the other way; also: potency is read from the fitted curve at half-maximal effect; % of control where 0% means no effect
Target sequence (Q99816 whole entry, looked up): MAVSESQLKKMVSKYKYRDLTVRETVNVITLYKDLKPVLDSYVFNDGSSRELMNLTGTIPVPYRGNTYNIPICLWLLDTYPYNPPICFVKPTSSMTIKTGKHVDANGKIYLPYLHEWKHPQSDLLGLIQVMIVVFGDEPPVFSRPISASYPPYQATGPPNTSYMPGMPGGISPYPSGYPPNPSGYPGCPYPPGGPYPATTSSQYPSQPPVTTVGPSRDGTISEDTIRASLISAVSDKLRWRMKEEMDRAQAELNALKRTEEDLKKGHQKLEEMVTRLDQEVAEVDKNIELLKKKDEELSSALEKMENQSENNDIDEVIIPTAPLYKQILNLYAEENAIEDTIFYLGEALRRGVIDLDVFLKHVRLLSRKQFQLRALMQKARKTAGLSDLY
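Compounds were pin-transferred onto Tsg101 binding domain (10 uM final) in HEPES pH 7.5 buffer, then FITC-PTAP peptide was added at 50 nM final. After 20 min at RT, polarization reported peptide displacement across a qHTS concentration series.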
Menin-MLL TR inh: inhibitors of human menin-MLL interaction, mutant MLL peptide | 270,000 compounds, 0.23% hits | Menin + Texas Red MLL mutant peptide, fluorescence polarization | Potency, µM (highest dose often 61.6 µM), for the others: at the top dose FP activity change, negative = inhibition, actives largely listed as inhibitors | O00255; active = well fitted inhibition curve with a large enough effect in the polarisation, with a control signal flat, not every such curve was filed as active; inconclusive = small, poorly fitted or top-dose-only effect, or effect the other way, or a change in a side signal; inactive = no such curve, though single readings can be large or run the other way; the % refers to the polarisation; also: potency is read from the fitted curve at half-maximal effect; % of control where 0% means no effect; many of its hits are not listed in these tables
Mito fusion yeast: inhibitors of mitochondrial division or activators of mitochondrial fusion; S. cerevisiae fusion-defective mutant growth rescue, CellTiterGlo 48 h; Potency, µM (top dose mostly 46.1 µM), inactives show at the highest dose growth rescue (activation), usual class: activators; 320,000 compounds, 0.23% hits; AID 485298;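 also: potency is read from the fitted curve at half-maximal effect; % of control where 0% means no effect; nearly all actives have a fitted effect of over 45% in size; temperature-sensitive fusion mutants such as fzo1-1 at 37 °C on non-fermentable ethanol glycerol medium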
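Yeast fusion mutant, YPEG (non-fermentable carbon), compound, 48 h at 37C non-permissive; CellTiterGlo added, 10 min RT, luminescence read. Rescued growth = division inhibition.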
CXXC DNA block: MLL CXXC-DNA interaction inhibition. 290,000 compounds, 0.037% hits. Q03164. MLL-CXXC / FITC-HOXA9 DNA fluorescence polarization. Potency, µM (highest dose often 115 µM), for inactives: top-dose activity change, negative = inhibition, actives largely listed as inhibitors; active = well fitted inhibition curve with a large enough effect in the polarisation, with a control signal flat, not every such curve was filed as active; inconclusive = small, poorly fitted or top-dose-only effect, or effect the other way, or a change in a side signal; inactive = no such curve, though single readings can be large or run the other way; the % refers to the polarisation; also: potency is read from the fitted curve at half-maximal effect
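Steps: dispense CXXC domain solution (7 uM) → pin compounds or unlabeled HOX-A9 DNA control → 5 min ambient → add FLSN-HOX-A9 solution (50 nM) → spin → 30 min ambient → fluorescence polarization. Tris pH 7.5/NaCl/DTT/BSA buffer.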
Numbers without * were called inactive; u = inconclusive; x = not tested or not shown; [ ] = another dose, or the depositor's remark. Unless noted, calls follow the shape of the dose curve; as a rule, active = well fitted curve in the direction sought with a large enough effect; inconclusive = small, poorly fitted or top-dose-only effect, or another doubt; inactive = no such curve, though single readings can be large; an effect the other way counts as inactive or inconclusive. Only part of the results is shown; the hit share may differ from the screen's.

Results follow in this order: A-T KAP1 phos	TSHR antagonist	MBNL1 CUG block	Integrin act MD	ASM inhibitor	TCR act	PTAP TSG101 blk	Menin-MLL TR inh	Mito fusion yeast	CXXC DNA block
[1] CCc1nc2ccc(C(=O)N3CCN(c4cccc(Cl)c4)CC3)cc2nc1CC
    5%	4	0%	u	-7%	-1%	0%	-23%	-5%	2%
[2] O=C(CC1SC(N2CCCC2)=NC1=O)Nc1ccc(C(=O)NCCc2ccc(F)cc2)cc1 (centres undefined)
    -1%	3	x	-11%	-1%	-1%	-1%	x	-1%	x
[3] Cc1ccc(S(=O)(=O)n2cc(-c3ccccc3)c3ccccc32)cc1
    -6%	-35	x	-12%	12%	3%	-1%	x	u	x
[4] COCCn1c(SCC(=O)Nc2cc(C)on2)nnc1-c1ccco1
    x	8	0%	-1%	0%	4%	-10%	7%	3%	7%
[5] O=C(NCc1ccc2c(c1)OCO2)C1CC(=O)N(C2CCCCCC2)C1 (centres undefined)
    -12%	3	-3%	-4%	-2%	-2%	2%	1%	-3%	-3%
[6] COc1ccc2nc(SCC(=O)O)nc(C)c2c1
    13%	-27	11%	15%	233%[activator]	-4%	-3%	u	6%	7%
[7] COc1ccc(Nc2oc(-c3cccs3)nc2C#N)cc1
    -6%	14	4%	17%[1.53 µM]	112%[activator]	-5%	-7%	u	-1%	36%[activator]
[8] O=[N+]([O-])/C(=C\Nc1ccc(F)cc1F)S(=O)(=O)c1ccccc1
    -7%	4	-2%	u	3%	7%	-2%	45%[activator]	-23%	8%
[9] Cc1ccc(S(=O)(=O)NCCC(=O)Nc2ccc(C)cc2C(=O)c2ccccc2)cc1
    -1%	8	-7%	-11%	-2%	-2%[46.1 µM]	0%	-7%	25%	0%
[10] COC(=O)c1ccc(NCN2C(=O)C3C4CCC(C4)C3C2=O)cc1 (centres undefined)
    5%	-14	-1%	-12%	-1%	-7%	-6%	-7%	5%	-28%
[11] COc1ccc(-c2c(NC(=O)CC(C)C)n(C)c3ccccc3c2=O)cc1OC
    -1%	-28	-9%	-13%	5%	0%	-2%	-8%	-11%	63%[activator]
[12] COc1cc2c3nnc(-c4ccc(F)cc4)c-3cn(Cc3ccccc3F)c2cc1OC
    0%	-7	41%[activator]	0%	6%	3%	u	-10%	-2%	u
[13] O=C1COc2ccc(C(=O)COc3ccc([N+](=O)[O-])cc3)cc2N1
    6%	5	x	-11%	-2%	6%	-4%	x	-1%	21%
[14] COCCn1c(SCC(=O)N2CCC(C)CC2)nc2c([nH]c3ccccc32)c1=O
    10%	12	-1%	-17%	-4%	-7%	0%	x	2%	7%
[15] CN1CCN(C(=O)C2C3C=CC(C3)C2C(=O)O)CC1 (centres undefined)
    4%	-2	5%	9%	3%	-5%	-2%	2%	2%	-3%
[16] Cc1[nH]nc(SCC(=O)N2CCC(C)CC2)c1[N+](=O)[O-]
    -1%	16	u	-21%	-1%	-5%	5%	4%	1%	3%
[17] COc1ccc(Nc2nc(N)nc(CSC(=S)N3CCOCC3)n2)cc1
    -6%	-5	-5%	-53%[inhibitor]	0%	-1%	0%	13%	0%	-5%
[18] COc1ccc(C(=O)NCC(C)(C)N2CCOCC2)cc1S(=O)(=O)N1CCCC1
    -7%	9	x	0%	3%	-4%	0%	x	-2%	x
[19] O=C1CCc2cc(NS(=O)(=O)c3ccc([N+](=O)[O-])cc3)cc3c2N1CCC3
    23%	5	x	-12%	-1%	-5%	-1%	x	-4%	x
[20] O=C(CSc1cn[nH]n1)Nc1cccc(C(=O)O)c1
    5%	0	-6%	u	2%	-6%	-3%	0%	2%	5%
[21] CC(=O)Nc1ccc(S(=O)(=O)NCc2nnnn2-c2ccc(F)cc2)cc1
    -14%	x	x	-4%	-1%	-5%	-1%	x	-6%	x
[22] Cc1cccc(C(=O)NCC(=O)N2CCCCCCC2)c1
    -4%	6	x	u	0%	9%	-3%	x	-2%	x
[23] O=C(c1ccccc1/S(=N/S(=O)(=O)c1ccccc1)N1CCOCC1)N1CCOCC1 (centres undefined)
    1%	-3	-5%	9%	0%	x	-2%	-32%	-2%	-2%
[24] Cc1ccc2c(Cl)c(C(=O)NCc3cccnc3)sc2c1
    6%	-11	21%	-13%	0%	-1%	-4%	-11%	0%	-5%
[25] CN(CC(=O)Nc1ccc(F)cc1)c1ccc(S(=O)(=O)N2CCCCC2)cc1[N+](=O)[O-]
    1%	1	x	-7%	-10%	-7%[46.1 µM]	-5%	1%	15%	-8%
[26] Cc1sc(NC(=O)C2CSC3(C)CCC(=O)N23)nc1-c1ccc(F)cc1 (centres undefined)
    5%	6	-4%	-31%	-1%	2%	-3%	2%	-9%	u
[27] O=[N+]([O-])c1ccc(OCCCCCN2CCOCC2)cc1
    1%	21	26%	21%	-2%	0%	-2%	5%	2%	1%
[28] COc1ccc(-c2noc(CN3C(=O)c4ccccc4C3=O)n2)cc1
    6%	-8	3%	-14%	-4%	-7%	1%	14%	3%	-6%
[29] Cn1c(SCc2nc3ccccc3c(=O)[nH]2)nc2ccccc21
    0%	6	3%	-7%	11%	-3%	2%	-2%	9%	20%
[30] Cc1ccc(-c2cn(CCN)c(-c3ccncc3)n2)cc1
    -16%	12	x	31%	-7%	1%	x	x	-5%	x

Continued, overlapping the part above by six compounds.
Results follow in this order: A-T KAP1 phos	TSHR antagonist	MBNL1 CUG block	Integrin act MD	ASM inhibitor	TCR act	PTAP TSG101 blk	Menin-MLL TR inh	Mito fusion yeast	CXXC DNA block
[25] CN(CC(=O)Nc1ccc(F)cc1)c1ccc(S(=O)(=O)N2CCCCC2)cc1[N+](=O)[O-]
    1%	1	x	-7%	-10%	-7%[46.1 µM]	-5%	1%	15%	-8%
[26] Cc1sc(NC(=O)C2CSC3(C)CCC(=O)N23)nc1-c1ccc(F)cc1 (centres undefined)
    5%	6	-4%	-31%	-1%	2%	-3%	2%	-9%	u
[27] O=[N+]([O-])c1ccc(OCCCCCN2CCOCC2)cc1
    1%	21	26%	21%	-2%	0%	-2%	5%	2%	1%
[28] COc1ccc(-c2noc(CN3C(=O)c4ccccc4C3=O)n2)cc1
    6%	-8	3%	-14%	-4%	-7%	1%	14%	3%	-6%
[29] Cn1c(SCc2nc3ccccc3c(=O)[nH]2)nc2ccccc21
    0%	6	3%	-7%	11%	-3%	2%	-2%	9%	20%
[30] Cc1ccc(-c2cn(CCN)c(-c3ccncc3)n2)cc1
    -16%	12	x	31%	-7%	1%	x	x	-5%	x
[31] Cc1cc(C(=O)N2CCN(c3ccccn3)CC2)c(C)o1
    -8%	-5	-10%	3%	5%	-4%	-6%	-5%	5%	-3%
[32] CC1=C(C(=O)OCCC#N)C(c2cc3c(cc2Br)OCO3)NC(=O)N1 (centres undefined)
    9%	u	-7%	9%	0%	-70%	-6%	-18%	-1%	17%
[33] Cc1ccc(S(=O)(=O)n2c(C)nc3cc(C)ccc32)cc1
    -1%	-3	-1%	26%	0%	3%	1%	3%	2%	8%
[34] COc1ccc(NC(=O)CSc2nnc(-c3ccccn3)n2-c2ccccc2)cc1OC
    4%	-5	0%	-18%	0%	6%	-4%	x	0%	2%
[35] O=C(CN1NS(=O)(=O)c2ccccc2C1=O)Nc1ccccc1OC(F)F
    x	-5	-9%	16%	0%	0%	-11%	0%	-2%	-6%
[36] CN1CC(=O)N(CC(=O)Nc2ccc(N(C)C)cc2)c2ccccc2C1=O
    x	x	-4%	0%	-1%	9%	-3%	-11%	1%	5%

3 of the entries above in order of the Mito fusion yeast value, low to high.
cpd | canonical_smiles | TSHR antagonist | MBNL1 CUG block | Integrin act MD | ASM inhibitor | TCR act | PTAP TSG101 blk | Menin-MLL TR inh | Mito fusion yeast | CXXC DNA block
35 | O=C(CN1NS(=O)(=O)c2ccccc2C1=O)Nc1ccccc1OC(F)F | -5 | -9% | 16% | 0% | 0% | -11% | 0% | -2% | -6%
36 | CN1CC(=O)N(CC(=O)Nc2ccc(N(C)C)cc2)c2ccccc2C1=O | x | -4% | 0% | -1% | 9% | -3% | -11% | 1% | 5%
33 | Cc1ccc(S(=O)(=O)n2c(C)nc3cc(C)ccc32)cc1 | -3 | -1% | 26% | 0% | 3% | 1% | 3% | 2% | 8%
